SSB-PriA inh: inhibitors of Klebsiella pneumoniae PriA binding to SSB C-terminal tail; AID 1272365; actives 0.6% (n = 430,000); inhibition, % at 33 µM; AlphaScreen SSBct-PriA binding, biotinylated peptide; in the data active means inhibition mostly above about 37%, no sharp cut-off; inactive means mostly below about 20%;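 further: plate controls were negative control peptide for no effect and reference peptide for full effect; strong numbers were not always called active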
VHR inh abs: inhibitors of human VHR1 phosphatase (DUSP3); P51452; recombinant VHR phosphatase, pNPP absorbance; inhibition, % at 13.3 µM; actives 0.52% (n = 290,000); AID 1654; in the data active means inhibition above about 50%; further: some compounds called inactive have numbers as strong as hits
Target sequence (P51452 whole entry, looked up): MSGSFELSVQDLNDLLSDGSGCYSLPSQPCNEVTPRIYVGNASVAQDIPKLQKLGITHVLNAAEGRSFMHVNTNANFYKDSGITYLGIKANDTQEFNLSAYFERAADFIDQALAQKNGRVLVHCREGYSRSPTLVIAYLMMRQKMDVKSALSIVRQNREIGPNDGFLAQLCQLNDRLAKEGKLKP
Rv3671c inh: inhibitors of M. tuberculosis serine protease Rv3671c; inhibition, % at 5.96 µM; P9WHR9; AID 2606; actives 0.048% (n = 320,000); in the data active means inhibition above about 38%;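 further: extracellular domain of Rv3671c used as enzyme; 0% = enzyme with DMSO and 100% = no enzyme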
Target sequence (P9WHR9 whole entry, looked up, the tested form may be a part): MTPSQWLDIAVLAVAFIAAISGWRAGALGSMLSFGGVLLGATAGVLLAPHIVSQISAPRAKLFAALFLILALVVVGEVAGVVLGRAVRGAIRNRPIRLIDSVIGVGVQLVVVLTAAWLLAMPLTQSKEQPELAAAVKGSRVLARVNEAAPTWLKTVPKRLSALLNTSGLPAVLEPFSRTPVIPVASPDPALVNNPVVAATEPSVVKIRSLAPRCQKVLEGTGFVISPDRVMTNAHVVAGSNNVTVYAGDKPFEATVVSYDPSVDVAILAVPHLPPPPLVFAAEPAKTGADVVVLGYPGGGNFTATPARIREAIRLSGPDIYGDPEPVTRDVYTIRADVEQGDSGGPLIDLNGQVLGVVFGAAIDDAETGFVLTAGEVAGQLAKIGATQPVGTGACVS
CCHFV vOTU inh: blocks the CCHF virus ovarian tumor domain protease; CCHFV vOTU protease, Pep-AMC fluorescence; inhibition, % at 11.5 µM; actives 0.55% (n = 370,000); in the data active means inhibition above about 30%; further: 0% = vehicle wells with enzyme and 100% = no enzyme wells
Anthrax LF prot: anthrax lethal factor protease inhibition. multiplex microsphere protease cleavage assay, LF. inhibition, % at 10 µM. actives 0.12% (n = 360,000); further: plate controls were buffer without enzyme for full effect and enzyme alone for no effect
PrPC surface inh: inhibitors of human cell surface prion protein PrPC; actives 0.43% (n = 370,000); inhibition, % at 13.8 µM; P04156; TR-FRET read-out; in the data active means inhibition above about 24%; further: 0% = median of the test wells and 100% = reference compound wells
MazEF act: increases E. coli MazEF RNase cleavage of RNA; FAM/BHQ RNA-DNA oligo cleavage fluorescence, 5 h; activation, % at 20 µM; P0AE70; AID 504720; actives 0.32% (n = 350,000); in the data active means activation above about 50%
Target sequence (P0AE70 whole entry, looked up): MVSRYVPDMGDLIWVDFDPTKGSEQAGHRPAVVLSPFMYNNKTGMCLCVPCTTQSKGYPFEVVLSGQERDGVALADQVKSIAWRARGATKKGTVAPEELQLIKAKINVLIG
BoNT F protease: BoNT F light chain protease inhibition | Multiplex microsphere protease cleavage assay, flow cytometry | inhibition, % at 10 µM | actives 0.22% (n = 360,000) | AID 588497; in the data active means inhibition above about 35%, passing the limit was not always enough; inconclusive means no clear call, values can overlap the other calls; further: plate controls were buffer without enzyme for full effect and enzyme alone for no effect
3CLpro inhibitor: SARS-CoV 3CLpro protease inhibition; P0C6X7; recombinant SARS-CoV 3CLpro, quenched FRET peptide cleavage; inhibition, % at 6 µM; actives 0.14% (n = 290,000); AID 1706; in the data active means inhibition above about 12%
BoNT-A LC inh2: BoNT A light chain protease inhibition | multiplex microsphere protease substrate cleavage, flow cytometry | inhibition, % at 10 µM | actives 0.17% (n = 360,000); further: plate controls were buffer without enzyme for full effect and enzyme alone for no effect
Numbers without * were called inactive; ? = inconclusive; / = no result given; ! = not active in a repeat. Unless noted, no stated cut-off is given here; in the data, active means inhibition above about 30%; inconclusive means no clear call, values can overlap the other calls; inactive means below that.

smiles	SSB-PriA inh	VHR inh abs	Rv3671c inh	CCHFV vOTU inh	Anthrax LF prot	PrPC surface inh	MazEF act	BoNT F protease	3CLpro inhibitor	BoNT-A LC inh2
Cc1cc(C)cc(N(CC(=O)NCCSCc2ccco2)S(C)(=O)=O)c1	6	-4	10	9	-8	-5	3	-16	0	-3.3
Cc1ccccc1OCC(=O)N/N=C/c1ccc(N2CCOCC2)o1	/	-2	/	-12	-2	-2	-13	1	-2	-1.8
C=CC[C@@H](CC(=O)NCCO)C(=O)NC[C@H](OC(=O)[C@@H](CC=C)CC(=O)OC(C)(C)C)c1ccccc1	2	/	9	-1	-5	-15	12	-5	/	0.0
COc1ccc(OC)c(S(=O)(=O)N2CCCC(C(=O)N3CCCC3)C2)c1 (configuration not stated)	-6	0	-15	-7	-1	2	9	-4	-2	-2.6
Cc1cc(NS(=O)(=O)c2cn(C)nc2C)no1	-8	0	-3	13	-4	0	2	4	3	-1.0
CCC(=O)Nc1ccc2c(c1)ncn2-c1ccccc1OC	-1	21	10	8	-1	2	-1	3	-3	1.3
CCOc1ccccc1-c1nc(-c2cccc(Br)c2)no1	-16	25	-3	/	-4	/	-12	-16	-1	-1.1
Clc1ccc(-c2c[n+]3c(n2-c2ccccc2)SCC3)cc1	-1	26	3	7	-6	-7	-1	2	-1	0.2
CC(=O)N1CCN(c2ccc(Oc3nnnn3-c3ccccc3)cc2)CC1	-17	4	0	0	2	5	3	-5	2	0.0
CCC1(c2ccccc2)NC(=O)N(CC(=O)Nc2cc(S(=O)(=O)N3CCCCCC3)ccc2OC)C1=O (configuration not stated)	-2	/	-29	-9	/	2	-4	/	/	/
O=C(Nc1ccc2c(c1)CCC2)c1ccccc1	-22	19	5	20	-1	-5	-8	1	1	0.3
S=c1[nH]nc(SCc2ccccc2)c2[nH]cnc12	-1	/	/	11	-3	-52	-2	6	/	0.0
CC(OC(=O)c1ccco1)C(=O)Nc1ccc(C(F)(F)F)cc1 (configuration not stated)	-12	/	1	10	-6	12	3	-6	/	-0.2
CC(C)(C)[C@H]1COC(=O)CCC/C=C/C[C@H](CC(=O)N(CCO)Cc2ccccc2)C(=O)N1	2	/	2	-6	-1	-3	4	-3	/	0.6
O=C(NNS(=O)(=O)c1ccc([N+](=O)[O-])cc1)c1ccc([N+](=O)[O-])cc1	-11	/	-3	-2	2	-17	6	12	-4	-1.8
CC(C)(c1ccccc1)c1ccc(OCCN)cc1	12	24	6	4	-8	3	7	-11	0	0.3
Cc1nc2cc(-c3ccc(Cl)cc3)nn2c(NCCN(C)C)c1C	0	-22	-4	-12	-2	1	7	-2	-4	0.2
CCCc1nnn(S(=O)(=O)c2ccc([N+](=O)[O-])cc2)c1CCC	-9	/	/	23	-5	3	5	-6	/	-0.6
O=C(NCc1ccc(F)cc1Cl)C1CCN(S(=O)(=O)N2CCC3(CC2)OCCO3)CC1	-8	35	-8	-15	-5	-3	1	-8	-3	-0.8
COCCn1c(SCC(=O)NNC(=O)c2ccccc2)nc2ccccc21	-12	/	-1	7	1	2	4	1	/	-0.7
CCOC(=O)c1sc(NC(=O)CC2OC(=O)c3ccccc32)nc1C (configuration not stated)	-5	/	/	1	-4	-2	-3	-3	/	0.9
COc1cc(-c2noc(C)c2C#Cc2ccccn2)cc(OC)c1OC	-15	36	-8	-1	-7	15	-4	3	-4	0.3
O=C(NCCCNC(=O)c1cc(Cl)ccc1Cl)c1ccco1	-9	28	1	-2	15	0	4	-5	1	-1.1
CC(=O)N1CCN(c2ccccc2NC(=O)COc2ccccc2C)CC1	-1	23	6	-3	-3	-15	7	-5	0	-0.8
O=C(Nc1ccc(-c2nnc(-c3ccccc3)o2)cc1)C(F)(F)F	4	1	-5	12	0	2	-4	-6	2	-0.1
COc1ccc(C(=O)COC(=O)CCc2nc3ccccc3[nH]c2=O)cc1Br	-10	24	-15	3	5	0	2	18	-2	2.4
CCCN1C(=O)CSC1=Nc1ccccc1	-10	8	-1	0	-3	1	7	-6	2	-0.8
CC(C)OC(=O)NCCOC(=O)Nc1ccccc1Cl	-15	16	-2	-1	-2	12	5	-3	-3	-0.2
CCOc1ccc(NC(=O)c2sc(NC(C)=O)c(C(=O)OC)c2C)cc1	-15	37	5	-12	-2	-1	9	-5	-4	-0.7
Cc1ccc(C)c(NC(=O)CN(C)C(=O)Cc2ccccc2)c1	-1	0	8	0	1	-3	0	-2	1	0.8

Given with two lines to a compound: part of the list above.
Screens in order – SSB-PriA inh	VHR inh abs	Rv3671c inh	CCHFV vOTU inh	Anthrax LF prot	PrPC surface inh	MazEF act	BoNT F protease	3CLpro inhibitor	BoNT-A LC inh2
- CCCc1nnn(S(=O)(=O)c2ccc([N+](=O)[O-])cc2)c1CCC
    -9	/	/	23	-5	3	5	-6	/	-0.6
- O=C(NCc1ccc(F)cc1Cl)C1CCN(S(=O)(=O)N2CCC3(CC2)OCCO3)CC1
    -8	35	-8	-15	-5	-3	1	-8	-3	-0.8
- COCCn1c(SCC(=O)NNC(=O)c2ccccc2)nc2ccccc21
    -12	/	-1	7	1	2	4	1	/	-0.7

Single values from above.
VHR inh abs, Clc1ccc(-c2c[n+]3c(n2-c2ccccc2)SCC3)cc1 : 26
CCHFV vOTU inh, CC(OC(=O)c1ccco1)C(=O)Nc1ccc(C(F)(F)F)cc1 (configuration not stated) : 10
BoNT-A LC inh2, COc1ccc(C(=O)COC(=O)CCc2nc3ccccc3[nH]c2=O)cc1Br : 2.4

The list continues:
smiles	SSB-PriA inh	VHR inh abs	Rv3671c inh	CCHFV vOTU inh	Anthrax LF prot	PrPC surface inh	MazEF act	BoNT F protease	3CLpro inhibitor	BoNT-A LC inh2
O=C(CCNC(=O)N1CC(=O)Nc2ccccc21)NCc1cccc(C(F)(F)F)c1	/	/	/	-5	-5	-7	11	4	/	-0.4
Cn1c(C(=O)NCC2CCCO2)cc2oc3ccccc3c21 (configuration not stated)	16	-8	1	-8	/	5	0	/	-4	/
O=C(CSc1nc2ccccc2o1)N1CCN(C(=O)c2ccco2)CC1	-3	3	6	3	0	-6	-2	0	4	1.0
C=CCn1c(-c2ccc(Cl)cc2)cnc1SC(C)C(N)=O (configuration not stated)	-3	-21	-7	9	0	0	-1	-5	0	-0.8
CN(C(=O)c1cccc(NC(=O)Cc2cccc(NC(=O)C3CCCN(C(=O)C4CCCCC4)C3)c2)c1)C1CC1 (configuration not stated)	-14	/	/	13	-3	0	-4	-3	/	-0.3
COc1ccccc1N1CCN(S(=O)(=O)c2ccc([N+](=O)[O-])cc2)CC1	/	/	/	10	-8	-43	-3	3	/	0.4
CCOc1ccc2nc(N(CCN(C)C)C(=O)c3ccc4c(c3)CCCC4)sc2c1	55*!	-8	-6	/	/	/	3	/	0	/
CCN1C(=O)CSC1=Nc1cccc(C(=O)O)c1	-11	8	8	4	-2	-4	3	?	2	6.5
CN(C)S(=O)(=O)c1cccc(C(=O)N2CCN(C(=O)C3CCCO3)CC2)c1 (configuration not stated)	-3	/	4	1	-3	-6	-2	8	/	4.3
O=c1c2ccccc2[nH]c(=S)n1CCCN1CCN(c2ccccc2)CC1	0	6	-7	-12	8	-7	2	-7	0	-0.6
COc1ccc(-n2c(SCC(=O)c3c(N)n(C)c(=O)n(C)c3=O)nc3ccccc32)cc1	-10	11	-5	5	3	5	43	3	1	2.4
CC(C)OC(=O)CSc1nnc2c3ccccc3n(C)c2n1	-18	2	-8	-6	0	-11	3	-2	-2	0.1
Cc1ccc(C(=O)CCC(=O)N2CCN(C/C=C/c3ccccc3)CC2)cc1	/	/	/	22	-3	-15	4	-6	/	0.0
CCCc1ccc(-c2ccc(C(=O)O)cc2)nc1	-20	17	13	17	-5	5	3	-10	-6	-0.7
Cc1onc(-c2ccccc2)c1C(=O)Nc1nc2c(s1)CCCC2	9	-6	4	9	9	-6	-2	-3	5	0.7
CN1C(=O)NC(c2ccc(O)cc2)C2=C1CN(c1ccc(O)cc1)C2=O (configuration not stated)	-15	26	0	1	-4	-7	-21	0	0	-0.9
CN(CCO)c1cccc2c1S(=O)(=O)N[C@@H](Cc1ccccc1)CO2	/	/	/	19	-8	-4	/	-9	/	-0.5
COc1ccc(CN2CSC(=S)N(Cc3ccc(OC)cc3)C2)cc1	4	19	2	3	-1	4	-9	?	5	?
O=C(CCSCCc1ccccn1)Nc1ccc(Cl)cn1	-22	25	3	-12	4	0	7	1	1	?
O=C(OCCN=C1NS(=O)(=O)c2ccccc21)C1CC(=O)N(c2ccc3ccccc3c2)C1 (configuration not stated)	9	-4	5	-3	-1	2	-7	4	-2	?
C[C@@H]1COc2cc(N3CCC[C@H]3CO)ccc2S(=O)(=O)N1	/	/	/	-2	-2	10	/	-4	/	0.7
Cn1cc(Br)c(C(=O)NNC(=O)c2ccc(Cl)cc2)n1	-9	2	4	-5	-1	1	3	-3	3	-0.8
CN1C(=O)c2ccc(NC(=O)CSc3ccccc3)cc2C1=O	-27	0	-7	10	/	-8	10	/	-4	/
O=[N+]([O-])c1cccc(-c2csc(Nc3ccccc3)n2)c1	10	25	-2	11	-2	-1	-2	-12	11	-1.7

Some of the compounds tested. The share of hits here may be higher or lower than overall.
